Screening data: PubChem, National Center for Advancing Translational Sciences (NCATS)
EPAC1 antag = EPAC1 (human) antagonism | Potency, µM (titrated, usually from 115 µM), without a hit: at the top dose activity change, negative = inhibition, hits mostly inhibitors | O95398 | actives 0.14% (n = 360,000) | EPAC1 GEF assay, Rap1b-BODIPY-GDP exchange fluorescence | AID 720709;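 note: potency is the fitted concentration of half-maximal effect; plate controls were vehicle for no effect and positive control for full effect; nearly all actives have a fitted effect of over 50% in size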
IL-2 act = activates IL-2 in a cell-based reporter assay | AID 652025 | IL-2 activation reporter assay, cell-based qHTS; stimulated with anti-CD3/CD4/CD28 beads; in transgenic mouse T cells | activation, % (series mostly up to about 46 µM) | actives 0.065% (n = 360,000); in the data active = activation above about 50%; inconclusive = mostly about 30% to 49%; note: 0% is about no effect
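First, unstimulated transgenic mouse T cells were exposed to compound for 60 min. Next, anti-CD3/anti-CD4-coated beads with anti-CD28 were added. Finally, after 18 h at 37 degrees C, EGFP and DsRed were imaged.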
GLP-1R inv ag = acts as inverse agonist at human GLP-1 receptor; P43220; HEK293 GLP-1R CRE-luciferase, luminescence, 24 h; GLP-1R form is constitutively active; Potency, µM (series often up to 38.3 µM), for the others: at the highest dose activity change, negative = inhibition, actives largely listed as inhibitors; actives 1.6% (n = 410,000); note: potency is the fitted concentration of half-maximal effect; % is set by controls: 0 for no effect and ±100 for the full control effect; nearly all actives have a fitted effect of over 55% in size
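Readout was luciferase luminescence, measured 12 min after detection reagent at room temperature. Beforehand, GLP-1R reporter HEK293 cells had sat 12 h, then received compounds for 24 hr at 37 deg C.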
PLK1 PBD inh = PLK1 (human) polo-box domain binding inhibition. P53350. Plk1 PBD binding of FITC phosphopeptide, fluorescence polarization. Potency, µM, inactives show max response, negative = inhibition, hits mostly inhibitors. actives 2.8% (n = 360,000). AID 720504; note: potency is the fitted concentration of half-maximal effect; series mostly up to about 57 µM; % is set by controls: 0 for no effect and ±100 for the full control effect; nearly all actives have a fitted effect of over 65% in size
GLP-1R agonist = agonists of human GLP-1 receptor; P43220; HEK293 GLP-1R CRE-luciferase, luminescence, 4-6 h; cells express a hypersensitive GLP-1R form; Potency, µM (highest dose often 45.6 µM), without a hit: at the top dose activation, usual class: activators; actives 0.007% (n = 380,000); AID 624172; note: potency is the fitted concentration of half-maximal effect; % of control where 0% means no effect
PTHR1 ag = activates the human parathyroid hormone receptor PTHR1; Potency, µM (top dose mostly 115 µM), inactives show at the top dose activation, actives largely listed as activators; HEK293 GP2 PTHR1 cells, GloSensor cAMP luminescence, 1 h; actives 0.075% (n = 410,000); AID 743266; Q03431; note: potency is the fitted concentration of half-maximal effect; nearly all actives have a fitted effect of over 55% in size; some results filed as inactive show a strong effect at the top dose; inactives centre near -15; many of its hits are not listed in these tables
Target sequence (Q03431 whole entry, looked up): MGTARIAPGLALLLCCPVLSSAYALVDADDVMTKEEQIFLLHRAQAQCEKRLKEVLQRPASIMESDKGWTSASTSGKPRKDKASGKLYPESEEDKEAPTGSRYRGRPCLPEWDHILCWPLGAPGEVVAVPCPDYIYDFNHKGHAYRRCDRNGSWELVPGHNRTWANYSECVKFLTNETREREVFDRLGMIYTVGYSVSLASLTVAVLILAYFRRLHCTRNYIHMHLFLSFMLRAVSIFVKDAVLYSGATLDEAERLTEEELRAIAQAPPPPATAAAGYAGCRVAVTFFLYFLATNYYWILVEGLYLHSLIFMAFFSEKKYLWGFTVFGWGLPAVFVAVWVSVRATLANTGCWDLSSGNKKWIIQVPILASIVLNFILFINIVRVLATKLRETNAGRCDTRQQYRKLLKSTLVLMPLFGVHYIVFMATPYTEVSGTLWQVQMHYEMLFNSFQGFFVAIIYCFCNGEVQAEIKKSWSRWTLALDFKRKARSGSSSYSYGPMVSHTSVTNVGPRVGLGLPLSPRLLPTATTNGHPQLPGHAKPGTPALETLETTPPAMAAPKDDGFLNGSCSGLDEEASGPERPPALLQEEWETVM
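HEK-293-derived GP2 cells expressing PTHR1 and a GloSensor cAMP reporter, 3,000/well, plated overnight, given luciferin plus IBMX (each 0.5 mM as added) for 1 h at 37 °C, then compound for 1 h at 37 °C. Luminescence was read after 15 min at room temperature.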
PI5P4K alpha inh = PI5P4K alpha (human) kinase inhibition; actives 1.2% (n = 330,000); P48426; max response, %; PI5P4Kalpha enzyme, ADP-Glo luminescence, 60 min; stronger effect = lower value; active = max response of -50% or lower; inconclusive = between -30% and -50%; inactive = -30% or higher; note: value at the top dose of about 77 µM; % is set by controls: 0 for no effect and ±100 for the full control effect
Target sequence (P48426 whole entry, looked up): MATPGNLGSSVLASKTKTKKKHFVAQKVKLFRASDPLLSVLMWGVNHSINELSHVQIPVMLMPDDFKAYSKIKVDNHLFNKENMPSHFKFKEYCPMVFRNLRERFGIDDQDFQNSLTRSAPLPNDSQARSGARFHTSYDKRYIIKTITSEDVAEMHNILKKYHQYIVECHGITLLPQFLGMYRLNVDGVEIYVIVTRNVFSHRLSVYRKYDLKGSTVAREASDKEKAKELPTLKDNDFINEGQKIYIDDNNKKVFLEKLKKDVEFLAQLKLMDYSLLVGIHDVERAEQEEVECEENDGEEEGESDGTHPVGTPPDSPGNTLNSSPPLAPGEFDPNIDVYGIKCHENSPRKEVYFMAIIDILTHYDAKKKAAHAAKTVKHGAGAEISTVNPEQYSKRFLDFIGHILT
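ADP-Glo luminescence end-point after a 60 min room-temperature kinase reaction. PI5P4Kalpha and substrate in HEPES pH 7.4 buffer with EGTA, 0.1% CHAPS and 5% DMSO; ATP at 5 microM final.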
GLP1R cytotox = cytotoxicity counter-screen for GLP-1 receptor inverse agonists | AID 624418 | actives 0.13% (n = 410,000) | HEK293 cAMP-luciferase reporter cells, luminescence, 24 h | Potency, µM (series often up to 38.3 µM), inactives show at the highest dose activity change, negative = inhibition, usual class: inhibitors;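 note: loss of luciferase light is scored as toxicity; potency is the fitted concentration of half-maximal effect; % is set by controls: 0 for no effect and ±100 for the full control effect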
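1536-well qHTS counterscreen of the MLSMR; 200 cells/uL, 12 h pre-incubation, 23 nL cpd, 24 h at 37 deg C 5% CO2, luciferase detection reagent, 12 min RT, luminescence. Inhibition = undesired.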
EPAC1 ag = EPAC1 (human) agonism. EPAC1 agonist qHTS, biochemical assay; response scale: 100% = response to 6.5 mM cAMP. actives 0.073% (n = 360,000). O95398. Potency, µM (titrated, usually from 154 µM), for the others: at the highest dose activation, usual class: activators; note: potency is the fitted concentration of half-maximal effect; nearly all actives have a fitted effect of over 60% in size
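Multi-concentration qHTS readout: loss of Rap1B-bound BODIPY-GDP fluorescence driven by 100 nM EPAC1 with excess GDP (50 uM), monitored kinetically at room temperature; agonist response expressed relative to 6.5 mM cAMP.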
* = called active by the depositor; i = inactive; ? = inconclusive; nt = no result given; & = joins results of further samples; [ ] = remark or other dose. Unless noted, calls come from the whole dose curve; as a rule, active = well fitted curve in the direction sought with a large enough effect; inconclusive = small, poorly fitted or top-dose-only effect, or another doubt; inactive = no such curve, though single readings can be large; an effect the other way counts as inactive or inconclusive. Some of the compounds tested; count on the stated rates, not on these rows.

SMILES	EPAC1 antag	IL-2 act	GLP-1R inv ag	PLK1 PBD inh	GLP-1R agonist	PTHR1 ag	PI5P4K alpha inh	GLP1R cytotox	EPAC1 ag
COc1ccc(-c2cc([C@H]3[C@@H]4C=CCC[C@@]4(C)C(=O)N3Cc3ccccc3)ccc2F)cc1OC	-21%	-2.3	-3%	-4%	13%	i	3	-18%	-18%
Nc1c(N(CCO)C(=O)C2CCCCC2)c(=O)[nH]c(=O)n1Cc1ccccc1	-9%	-1.2	14%	-14%	4%	i	-17	25%	0%
Cc1cc(C(=O)Nc2nc3ccc(S(C)(=O)=O)cc3s2)c(C)o1	24%	-2.1	-1%	-14%	-1%	-42%[inhibitor][57.5 µM]	nt	-11%	-5%
CCN(Cc1ccccc1)CC(O)COc1ccccc1 (stereo not drawn)	-2%	-1.2	?	-1%	8%	i	8	0%	-5%
O=C(COc1ccc2c(c1)C(=O)CC1(CCCCC1)O2)NCc1ccccc1	-7%	-0.9	11µM*	-13%	9%	i	-3	11%	13%
CN1CCc2c(sc(NC(=O)Cc3ccccc3)c2C#N)C1	-6%	-1.5	1%	?	-5%	i	-8	7%	-4%
CN(C)S(=O)(=O)c1ccc2nnn(OCC(=O)NC34CC5CC(CC(C5)C3)C4)c2c1	-1%	-4.9	?	-1%	0%	-13%	2	0%	-4%
Cc1ccc(OCCNC(=O)C2CC(=O)N(c3ccc(C)cc3)C2)cc1 (stereo not drawn)	0%	-6.0	-8%	-15%	-11%	i	0	15%	-8%
O=C(NCCCN1CCCC1=O)c1cc2c(s1)CCCCC2	6%	1.4	-3%	0%	6%	i	1	-2%	14%
C[C@@]12C(=O)N(c3ccc(C(F)(F)F)cc3)C(=O)N1[C@@H]1c3ccccc3OC[C@@H]1[C@H]2c1ccccc1	-27%	-0.4	?	-10%	-1%	i	?	22%	-8%
COc1ccccc1N1CCN(C(=O)C(F)F)CC1	5%	-0.1	9%	-1%	-11%	-10%[57.5 µM]	nt	10%	-7%
CC(=O)Nc1cccc(-c2csc(Nc3cccc(C)n3)n2)c1	-3%	1.2	84%[activator]	2%	2%	-78%[inhibitor][57.5 µM]	nt	-7%	20%
O=C(NCCO)c1ccc2nc(Cc3cccc(Cl)c3)oc2c1	-7%	1.2	4%	4%	13%	i	0	-1%	5%
Cc1ccc(NC(=O)C2CCCN2S(=O)(=O)c2ccc3c(c2)n(C)c(=O)c(=O)n3C)cc1C (stereo not drawn)	-6%	0.2	15%&9%	-8%	10%	-22%&-3%	-5	17%&5%	-2%
COC(=O)c1ccc2nc(C3CCCCC3)c(Cc3cccc(Cl)c3)n2c1	-12%	-0.1	?	-1%	23%	-20%	0	-10%	-2%
COc1cccc(N2CC(NC(=O)c3cccc4ccccc34)CC2=O)c1 (stereo not drawn)	-3%	-0.4	3%	2%	4%	-15%	-3	-1%	2%
Cc1ccccc1N(C=O)c1ccccc1C	9%	0.6	-17%	3%	2%	-20%	-4	3%	6%
COCCCNC(=S)NNC(=S)Nc1ccccc1	17%	0.6	7%	-11%	10%	i	-21	24%	-7%
O=C(CN1C(=O)NC2(CCCCC2)C1=O)Nc1ccc(N2CCOCC2)cc1	4%	0.8	13%	0%	15%	i	1	-12%	5%
Cc1ccc(N(CC(=O)NCc2ccccc2Cl)S(=O)(=O)c2cccs2)cc1	6%	-0.7	2%	-2%	1%	-7%	nt	-20%	17%
O=C1NC(=S)CN1c1ccccc1	-5%	-0.3	3%	27µM*	0%	i	-59*	5%	2%
CCN(CC)S(=O)(=O)c1ccc(N2CCOCC2)c(NC(=O)CN2C(=O)NC3(CCCC3)C2=O)c1	-7%	1.8	-2%	-2%	2%	i	1	7%	-4%
Cc1nn2c(N)c(C#N)cnc2c1-c1ccccc1	0%	0.5	134%[activator]	-12%	?	i	4	0%	3%
COc1cc(OC)cc(C(=O)OCC(=O)Nc2ccc(N3CCCCC3)cc2)c1	-16%	-2.5	6%	-5%	-3%	-17%[57.5 µM]	-7	-12%	-2%
Cc1ccc(S(=O)(=O)N2[C@@H](c3ccc(Br)cc3)C(C(=O)O)=CC[C@H]2c2ccc3c(c2)OCO3)cc1	-5%	-0.6	-26%	-10%	-1%	i	-10	-3%	-16%
O=C(CSc1nnnn1-c1ccccc1)NCC1(N2CCCCC2)CCCCC1	3%	0.5	-24%	-4%	14%	-36%	3	-18%	-2%
Cc1ccc(/C=C/C(=O)Nc2cc(S(=O)(=O)N3CCOCC3)ccc2N2CCOCC2)cc1	11%	0.7	8%	5%	-2%	-19%	4	0%	2%
Brc1csc(/C=N/Nc2nc3ccccc3s2)c1	-11%	-2.6	?	10%	-7%	-6%	-3	5%	-6%
COc1ccc2c(CNCc3ccc(C)o3)c(C(=O)O)n(Cc3ccccc3)c2c1	nt	nt	13%	nt	0%	0%	nt	-4%	nt
Cc1ccc(C(C(=O)NC2CCCCC2)N(Cc2ccco2)C(=O)Cn2cnc3ccccc32)cc1 (stereo not drawn)	-20%	-0.3	?	-16%	5%	i	9	12%	8%
CCc1noc(C)c1C(=O)N1CCN(S(=O)(=O)c2cccs2)CC1	10%	0.3	9%	1%	-8%	i	8	9%	5%
CCOCCCn1c(=NC(=O)c2cccs2)c(C#N)cc2c(=O)n3cccc(C)c3nc21	-1%	0.3	87%[activator]	-13%	2%	-19%	-1	146%[activator]	4%
Cc1[nH]c2ccccc2c1C(=O)CN1CCCCC1C (stereo not drawn)	7%	2.2	7%	-3%	-13%	i	-1	-6%	5%
CCOC(=O)c1ccc(NC(=S)N(CCN(C)C)C(C)c2ccncc2)cc1 (stereo not drawn)	-3%	2.5	?	-7%	1%	-5%	2	-6%	3%
CS(=O)(=O)c1ccc(Cl)c(NC(=O)CN2C(=O)C3CCCCC3C2=O)c1 (stereo not drawn)	16%	0.4	-5%	-2%	-3%	i	5	2%	-5%
CC(/C=C/c1ccc2c(c1)OCO2)=N/NC(=O)c1ccc(C)nc1	2%	0.4	-15%	-4%	2%	-1%	0	-21%	-2%

An excerpt from above in order of the EPAC1 antag value, low to high:
SMILES	EPAC1 antag
O=C(CN1C(=O)NC2(CCCCC2)C1=O)Nc1ccc(N2CCOCC2)cc1	4%
O=C(NCCCN1CCCC1=O)c1cc2c(s1)CCCCC2	6%
CS(=O)(=O)c1ccc(Cl)c(NC(=O)CN2C(=O)C3CCCCC3C2=O)c1 (stereo not drawn)	16%

Continued:
SMILES	EPAC1 antag	IL-2 act	GLP-1R inv ag	PLK1 PBD inh	GLP-1R agonist	PTHR1 ag	PI5P4K alpha inh	GLP1R cytotox	EPAC1 ag
COc1ccc(C)cc1NC(=O)C(OC(=O)CNC(=O)c1cc(C)cc(C)c1)c1ccccc1 (stereo not drawn)	-8%	-1.0	?	-2%	12%	-2%	0	-26%	-1%
CCOC(=O)[C@@H]1[C@H]2COc3ccc(Br)cc3[C@@H]2N2C(=O)N(c3ccc(C(F)(F)F)cc3)C(=O)[C@@]12C	-14%	-0.2	-33%	-6%	-2%	i	2	-14%	-7%
CCCC1(c2ccccc2)NC(=O)N(CC(=O)Nc2cc(C)on2)C1=O (stereo not drawn)	4%	-2.8	-1%	2%	8%	-8%	1	-3%	0%
O=C(Nc1ccc(Cl)cc1)Nc1nnc(CSCc2ccccc2)s1	-9%	0.9	-8%	-3%	-6%	-39%[inhibitor]	1	3%	6%
CCOc1ccc(C2C(C#N)=C(N)Oc3cc(C)oc(=O)c32)cc1 (stereo not drawn)	-7%	0.6	2%	-9%	8%	i	3	-2%	1%
Cc1ccc2c(c1)C(=O)C(=O)N2c1ccc(C(F)(F)F)cc1	?	-0.5	-1%	-12%	4%	-25%	4	-18%	-19%
Cc1ccc(S(=O)(=O)N2CCOCC2)cc1NC(=O)Nc1ccc([N+](=O)[O-])cc1	7%	-3.3	10%	-2%	-14%	i	0	8%	-4%
Cc1ccc(S(=O)(=O)N2CCCCC2C(=O)Nc2nncs2)cc1 (stereo not drawn)	-3%	-0.6	3%	?	-1%	-7%	-9	2%	16%
CN(Cc1ccccc1F)c1ncnc2sccc12	-1%	-2.0	?	3%	16%	-22%	-2	12%	-7%
O=[N+]([O-])c1cc(S(=O)(=O)Nc2ccc(Cl)cc2)ccc1N/N=C/c1ccncc1	-3%	-0.6	-13%	-18%	11%	-17%	-7	-5%	10%
COc1ccc(CCCC(=O)O)c(C)c1	-11%	-2.0	11%	-11%	1%	0%	1	9%	5%
CNC(=O)NC(=O)COC(=O)CCCSc1nc2ccccc2s1	-22%	-3.4	1%	-1%	14%	-16%	-5	-6%	-14%
CNc1ccc(/C=C\CCCO)cn1	-3%	1.0	22%	-13%	-1%	-23%	0	-4%	15%
O=C(COC(=O)CCC(=O)c1ccc(F)cc1)Nc1nnc(-c2ccccc2)o1	10%	-3.0	9%	2%	0%	-13%	2	-4%	3%
Cc1nnc(SCC(=O)N(Cc2ccccc2)C(C)C)n1-c1ccccc1	4%	-0.5	-11%	0%	-1%	i	-5	-11%	1%
COCCc1nn2c(=O)cc(COC(=O)c3cc(OC)c(OC)c(OC)c3)nc2s1	-10%	-0.7	90%[activator]	-11%	-2%	i	3	0%	-10%
Cc1ccc(S(=O)(=O)Nc2ccccc2C(=O)NCc2cccnc2)cc1	-19%	0.0	14%	-14%	1%	i	2	-2%	-12%
Cc1ccc(S(=O)(=O)c2nc(S(=O)(=O)c3ccccc3)sc2N2CCN(CCO)CC2)cc1	22%	-2.9	66%[activator]	0%	6%	-1%	-2	-11%	-4%
Cc1c(O)ccc(NC(=O)/C=C/c2ccccc2)c1C	?	0.3	?	-4%	14%	-10%	-8	-4%	-6%
Cc1ccc(CNC(=O)CCc2cn(C)c3ccccc23)cc1	-2%	0.4	?	-14%	25%	i	0	4%&6%	7%
